SIRT5 block – sirtuin-5 (human) deacylase inhibition; Q9NXA8; Purified SirT5, succinyl-peptide AMC, trypsin-coupled fluorescence; 330,000 tested, 1.1% active; inhibition, % at 15 µM; AID 652115; in the data active means inhibition above about 15%; inconclusive means no clear call, values can overlap the other calls
Target sequence (Q9NXA8 whole entry, looked up): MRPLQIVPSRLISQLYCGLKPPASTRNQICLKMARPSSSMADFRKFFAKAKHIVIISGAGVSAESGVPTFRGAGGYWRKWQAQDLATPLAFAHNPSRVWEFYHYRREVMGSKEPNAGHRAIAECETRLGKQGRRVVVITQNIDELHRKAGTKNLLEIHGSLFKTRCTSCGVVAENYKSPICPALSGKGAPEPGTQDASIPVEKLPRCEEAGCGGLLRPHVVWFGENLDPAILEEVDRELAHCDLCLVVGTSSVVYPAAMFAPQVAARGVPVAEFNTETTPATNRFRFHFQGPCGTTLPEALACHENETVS
S100A4 MyoIIA – inhibitors of human S100A4 binding to myosin IIA peptide; 360,000 tested, 0.14% active; inhibition, % at 10.7 µM; S100A4/TAMRA-MyoIIA peptide fluorescence polarization; P26447; AID 652163;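 active means mean inhibition of at least 70% across replicates, with every replicate also reaching that level; inconclusive means mean inhibition reaches 70% but some replicates fall short; inactive means mean inhibition below 70%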
Target sequence (P26447 whole entry, looked up): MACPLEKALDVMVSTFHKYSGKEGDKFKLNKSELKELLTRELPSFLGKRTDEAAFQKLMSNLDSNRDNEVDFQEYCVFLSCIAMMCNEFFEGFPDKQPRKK
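incubation = readout 5 min after mixing, signal stable up to 60 min | system = S100A4 monomer protein | buffer or medium = HEPES pH 7.2 with CaCl2, KCl, NaCl, DTT, Triton | benchmarks = neutral control DMSO, positive control TFP | also added = fluorescent myosin IIA peptide, 5 nM | compound dosing = one concentration per compound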
PglD inh – blocks C. jejuni PglD acetyltransferase activity | purified PglD enzyme, DTNB colorimetric CoA detection | inhibition, % at 12.5 µM | 360,000 tested, 0.098% active | AID 602405; in the data active means inhibition above about 16%, passing the limit was not always enough; inconclusive means no clear call, values can overlap the other calls; further: strong numbers were not always called active
ERp5 inh – blocks human ERp5 reductase activity on insulin; inhibition, % at 9.99 µM; ERp5 insulin aggregation, absorbance 650 nm, 90 min; 350,000 tested, 0.05% active; AID 651711;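 active means mean replicate inhibition above about 25%, with every replicate also reaching it, limit read from the data, passing the limit was not always enough; inconclusive means only one of those two criteria met; inactive means neither criterion met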
DENV2 CPE rescue – DENV2-induced cell death inhibition | DENV2-infected cells, cytopathic effect rescue, plate reader | CPE inhibition, % at 9.99 µM | 350,000 tested, 1.7% active; in the data active means CPE inhibition above about 20%, passing the limit was not always enough; inconclusive means no clear call, values can overlap the other calls; tested in BHK-21 cells;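 further: 0% = median of neutral control wells and 100% = median of positive control wells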
Statin myotox sup – suppression of simvastatin myotoxicity; C2C12 myotubes + simvastatin, ATP luminescence, 48 h; scaled: DMSO 0, geranylgeraniol control 100; rescue of ATP level, % at 7.49 µM; 330,000 tested, 0.78% active; AID 602340;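 active means mean ATP rescue above about 67%, or every replicate alone reaching that limit, limit read from the data, passing the limit was not always enough; inconclusive means no clear call, values can overlap the other calls; inactive means mean under the limit and some replicate under it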;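 further: myotubes were challenged with 10 µM simvastatin during compound exposure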
E-sel inducer – induces E-selectin expression in human endothelial cells; 260,000 tested, 0.37% active; activation, % at 7.58 µM; P16581; HUVEC E-selectin immunofluorescence imaging; normalized: neutral wells 0, TNF-alpha wells 100; AID 686992;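 active means mean E-selectin-positive cell signal at least 10% of the positive control, reached in at least 60% of replicates, without over 20% cell loss; inconclusive means no rule given, readout overlaps actives, possibly toxicity-flagged; inactive means the rest, including those meeting only one limit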;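 further: in these data hits start at about 27%; measured in HUVEC primary endothelial cells; signal is the percent of cells scored E-selectin positive by PE staining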
Target sequence (P16581 whole entry, looked up): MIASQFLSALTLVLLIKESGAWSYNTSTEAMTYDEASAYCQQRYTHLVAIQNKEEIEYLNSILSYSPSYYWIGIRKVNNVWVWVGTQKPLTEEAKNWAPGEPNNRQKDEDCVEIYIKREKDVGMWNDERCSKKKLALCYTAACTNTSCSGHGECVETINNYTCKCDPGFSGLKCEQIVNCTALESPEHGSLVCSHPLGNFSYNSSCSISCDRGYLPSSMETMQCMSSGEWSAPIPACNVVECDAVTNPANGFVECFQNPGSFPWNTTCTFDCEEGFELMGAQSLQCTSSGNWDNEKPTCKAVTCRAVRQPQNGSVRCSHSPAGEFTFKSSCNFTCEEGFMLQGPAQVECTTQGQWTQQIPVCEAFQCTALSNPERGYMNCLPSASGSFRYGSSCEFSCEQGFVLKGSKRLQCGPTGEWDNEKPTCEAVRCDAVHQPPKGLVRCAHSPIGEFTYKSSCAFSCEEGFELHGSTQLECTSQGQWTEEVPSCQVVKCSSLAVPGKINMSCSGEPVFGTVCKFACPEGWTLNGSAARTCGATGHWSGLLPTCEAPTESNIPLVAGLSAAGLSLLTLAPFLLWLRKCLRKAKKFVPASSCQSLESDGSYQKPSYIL
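Test system: HUVEC | Signal: Immunofluorescence imaging | Read-out: Percent E-selectin-positive cells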
Numbers without * were called inactive; ? = inconclusive; / = not tested or not shown; & = joins results of further samples. This is a subset; count on the stated rates, not on these rows.

SMILES	SIRT5 block	S100A4 MyoIIA	PglD inh	ERp5 inh	DENV2 CPE rescue	Statin myotox sup	E-sel inducer
C[C@@H]1CN([C@H](C)CO)C(=O)c2cccc(NS(=O)(=O)c3ccccc3)c2O[C@@H]1CN(C)C(=O)Nc1ccc(F)cc1	-0.1	-8.9	-2.7	-2.2	33.6*	2.9	0.3
COc1ccc(NC(=O)Nc2ccc3c(c2)C(=O)N([C@@H](C)CO)C[C@H](C)[C@@H](CN(C)C(=O)Nc2ccc(C(F)(F)F)cc2)OCCCC[C@H](C)O3)cc1	-2.4	-0.8	0.1	0.2	17.6	/	0.0
COc1cccc(CC(=O)NNC(=O)c2c(-c3ccccc3)noc2C)c1	-0.9	-3.3	2.8	-3.9	-6.2	10.0	/
COc1cc(NC(=O)CNC(c2ccccc2)c2ccccc2)cc(OC)c1OC	-2.9	-4.9	0.6	1.5	0.7	6.3	/
COc1cc(C(=O)N/N=C(\Cc2ncc[nH]2)c2ccccc2)cc(OC)c1OC	2.3	-1.1	/	4.2	-1.2	/	1.1
COCCn1c(C)cc(C(=O)COC(=O)c2cccc(O)c2)c1C	-0.6	-2.6	/	-1.3	1.8	9.0	/
COc1ccccc1C(=O)Nc1ccc(C(=O)/C=C/c2cccs2)cc1	/	-3.9	-11.5	-3.6	-3.7	8.6	/
C[C@H]1CCCCO[C@H](CN(C)C(=O)Nc2ccc3c(c2)OCO3)[C@@H](C)CN([C@@H](C)CO)C(=O)c2cc(NC(=O)C3CCCCC3)ccc2O1	12.4	-7.2	0.8	4.0	8.4	/	0.1
Cc1cccc(C)c1NC(=O)C1(N2CCN(C(=O)c3ccco3)CC2)CCCCC1	2.5	-2.9	/	1.8	2.5	/	-0.1
CC(C)C[C@@H](CN1CCCC1CN1C(=S)NC[C@@H]1Cc1ccccc1)N1C[C@H](Cc2ccccc2)N(CC2CCCCCC2)C1=S (stereo not given in full)	-1.7	-8.7	/	-0.5	-5.3	/	0.1
CSCCC(NC(=O)c1ccccc1)C(=O)OCC(=O)NCc1ccco1 (stereo not given)	8.6	1.7	1.9	10.6	-4.6	9.0	-0.8
CC(Oc1ccc(Cl)cc1Cl)/C(N)=N/O (stereo not given)	-0.9	-1.6	/	-0.7	4.4	-5.7	/
COCCNC(=O)Cn1nc(Cc2ccncc2)c2ccccc2c1=O	-2.2	-4.9	5.0	3.1	6.5	-3.1	/
COc1ccc(OC)c(C(=O)c2ccc(C(=O)c3cc(OC)ccc3OC)cc2)c1	-0.4	-14.9	-1.2	-0.3	-0.2	-7.0	/
CCC(=O)N1[C@H](CO)[C@H]2c3ccccc3N(C(=O)c3cnccn3)C[C@H]21	-4.8	2.5	1.4	11.6	-1.5	7.9	0.3
CCCn1c(C)cc(/C=C(\C#N)C(=O)OCC(=O)N(CC)c2c(N)n(Cc3ccccc3)c(=O)[nH]c2=O)c1C	-0.3	-3.0	3.2	3.5	0.2	-1.2	-0.3
CCN1C(=O)C(=O)N(CC(=O)N2CCN(c3ccccc3)CC2)C1=O	0.0	-1.8	/	3.1	18.6	/	-0.1
COc1ccccc1NC(=O)Nc1cccc(NC(C)=O)c1	-0.4	-2.1	-1.2	4.6	6.4	1.9	2.0
C#CCCCCCCCCC(=O)NCCCC	2.3	-8.8	/	-3.2	-1.9	-5.1	-0.3
CCN(CC(=O)Nc1ccc(C)c(S(=O)(=O)N(C)C)c1)Cc1ccccc1	-0.2	-9.3	-3.4	-7.9	7.9	-2.5	-0.2
CCOC(=O)[C@]12CCC=C1N(Cc1ccccc1)C(=O)[C@H](CC(=O)NCc1ccc(C)o1)C2	-3.7	-3.1	/	2.2	-13.5	/	0.7
O=C(NCCN1CCN(c2ccc([N+](=O)[O-])cc2)CC1)NCc1ccccc1	5.2	-3.1	0.9	-3.1	3.8	-8.0	/
Cc1ccccc1-c1ccc(C2[C@@H]3CN(C(=O)Cc4ccccc4)C[C@H]2N3)cc1 (stereo not given in full)	-1.4&3.6	-5.1&-11.4	/	5.2&1.7	-3.1&-3.2	/	0.6&0.0
C[C@H](O)C#Cc1ccc([C@H]2[C@H](CO)N3CCCCN(C(=O)c4ccncc4)C[C@@H]23)cc1	1.4	1.3	5.6	5.6	-1.0	-9.4	-0.1
NC(=O)c1nc(C2CCCCC2)nc2c1[nH]c(=O)n2-c1ccc(F)cc1	/	0.7	1.1	1.8	-3.0	-20.4	-0.2
Nc1ccc2c(c1)C(=O)c1cc([N+](=O)[O-])ccc1-2	-6.2	-0.3	-3.7	-11.9	-3.3	4.5	0.1
COC(=O)[C@@H]1[C@@H](CO)[C@@H]2Cn3c(ccc(-c4cccc(OC)c4)c3=O)[C@@H]2N1Cc1nccs1	-23.5	9.2	-2.1	-0.5	-1.5	-18.3	-0.2
COc1ccc(CC(=O)NC(=S)Nc2ccc(S(N)(=O)=O)cc2)cc1	4.7	-20.6	/	-0.6	-8.5	0.4	0.0
Cc1cc(Nc2n[nH]c(N)c2C#N)ccc1F	-1.4	2.0	/	-3.6	?	/	-0.1
COc1ccc(C)cc1N(C(=O)c1snc(C(N)=O)c1N)C(C(=O)NC1CCCCC1)c1ccc(C)o1 (stereo not given)	/	-0.7	3.9	-1.8	-3.3	-17.7	0.3
Cc1ccc(Nc2c(F)c(F)c(F)c(F)c2C(=O)O)c(C)c1	-2.9	1.7	/	1.7	6.9	1.6	/
Cc1ccccc1-c1ccc(C2[C@@H]3CN(C(=O)C4CCCCC4)C[C@H]2N3)cc1 (stereo not given in full)	-1.6&-6.2	0.5&11.5	/	-0.5&-0.6	?	/	0.0&-0.2
C[C@@H]1CN([C@H](C)CO)C(=O)c2cc(NC(=O)Nc3ccc(F)cc3)ccc2O[C@H]1CN(C)Cc1ccc(C(F)(F)F)cc1	6.6	11.1	-0.2	-1.2	8.4	-22.7	-1.8
COc1cc(C2c3sc(=O)[nH]c3SC3C(=O)N(c4ccc(Br)cc4)C(=O)C32)ccc1O (stereo not given)	-1.2	-13.2	3.8	0.0	-0.2	4.5	/
COC(=O)c1cccc2c1C(=O)c1cc([N+](=O)[O-])ccc1-2	-2.7	-2.3	0.1	-1.6	-0.4	/	0.9
CCC(=O)Nc1ccc(C(=O)COC(=O)c2nc3nccc(C)n3n2)cc1	3.7	-5.8	-6.4	11.1	-2.3	3.1	0.2
CCc1nc2c(OCC(=O)c3ccc(F)cc3)cccn2c1N(C)C(=O)C(C)C	3.6	-4.1	-0.8	5.7	-5.6	-6.7	/
O=C(Nc1cccc(C(=O)O)c1)/C(=C/c1cccc([N+](=O)[O-])c1)NC(=O)c1cccc(Br)c1	-2.1	3.9	/	4.3	3.1	/	-0.1
O=C(c1c(F)cccc1F)N1CCN(S(=O)(=O)c2ccc3c(c2)OCCO3)CC1	/	1.3	-1.5	4.7	3.0	0.0	0.9
Cc1cc(C)cc(N2CCCn3c2nc2c3c(=O)n(CCN3CCOCC3)c(=O)n2C)c1	3.0	4.8	-7.9	-3.2	/	-2.9	/
O=C(OCCN1CCN(C2=NS(=O)(=O)c3ccccc32)CC1)c1cccc(Br)c1	-1.5	3.6	-8.2	-1.1	17.8	9.2	-0.8
C[C@H]1CN([C@@H](C)CO)C(=O)CCCn2nncc2CO[C@@H]1CN(C)S(=O)(=O)c1cccc(F)c1	-4.4&5.1	-0.8&-3.3	10.5&-2.6	0.2&-0.7	-0.1&11.5	5.2&-3.4	0.1&-0.2
NC(=O)NC(CC(=O)NCCCc1ccccc1)c1ccccc1Cl (stereo not given)	-5.7	-4.2	/	-2.2	5.3	/	1.5
COc1ccc(NC(=O)N(C)C[C@@H]2Oc3c(NC(=O)c4ccc(-c5nccs5)cc4)cccc3C(=O)N([C@@H](C)CO)C[C@@H]2C)cc1	-3.0	3.8	-1.7	-3.0	-7.0	/	-7.1
COCC(=O)N1C[C@H](C)[C@H](OC)CN(C)C(=O)c2cc(NS(C)(=O)=O)ccc2OC[C@@H]1C	-4.6	-6.5	0.6	2.5	?	2.0	0.8
CC(=O)c1ccc(NC(=O)CSc2nc(N)c3cc4c(nc3n2)CCCC4)cc1	-1.6	-2.3	/	6.2	-4.8	/	/
N#C[C@H]1[C@@H](c2ccc(C#Cc3ccc(F)cc3)cc2)[C@H](CO)N1C(=O)C1CCC1	3.7	2.6	-36.9	0.5	4.9	12.0	2.5
C[C@H]1CN([C@@H](C)CO)C(=O)Cc2cc(NS(=O)(=O)c3ccccc3)ccc2O[C@H]1CN(C)S(=O)(=O)c1cccs1	2.9	-0.3	3.4	1.3	?	25.6	0.2
Cc1nc(NC(=O)COC(=O)CCc2nc3ccccc3s2)c(Cl)cc1Cl	-1.6	-2.1	-6.1	-2.0	6.1	5.5	/
C[C@H]1CN([C@@H](C)CO)C(=O)c2cc(Br)cnc2O[C@H]1CN(C)Cc1ccccn1	-0.4	8.5	-0.4	5.0	?	0.7	1.0

An excerpt from above in order of length of the SMILES, ascending:
SMILES	SIRT5 block	S100A4 MyoIIA	PglD inh	ERp5 inh	DENV2 CPE rescue	Statin myotox sup	E-sel inducer
NC(=O)NC(CC(=O)NCCCc1ccccc1)c1ccccc1Cl (stereo not given)	-5.7	-4.2	/	-2.2	5.3	/	1.5
O=C(OCCN1CCN(C2=NS(=O)(=O)c3ccccc32)CC1)c1cccc(Br)c1	-1.5	3.6	-8.2	-1.1	17.8	9.2	-0.8
C[C@H]1CN([C@@H](C)CO)C(=O)c2cc(Br)cnc2O[C@H]1CN(C)Cc1ccccn1	-0.4	8.5	-0.4	5.0	?	0.7	1.0
COCC(=O)N1C[C@H](C)[C@H](OC)CN(C)C(=O)c2cc(NS(C)(=O)=O)ccc2OC[C@@H]1C	-4.6	-6.5	0.6	2.5	?	2.0	0.8
C[C@H]1CN([C@@H](C)CO)C(=O)CCCn2nncc2CO[C@@H]1CN(C)S(=O)(=O)c1cccc(F)c1	-4.4&5.1	-0.8&-3.3	10.5&-2.6	0.2&-0.7	-0.1&11.5	5.2&-3.4	0.1&-0.2
COc1ccc(NC(=O)N(C)C[C@@H]2Oc3c(NC(=O)c4ccc(-c5nccs5)cc4)cccc3C(=O)N([C@@H](C)CO)C[C@@H]2C)cc1	-3.0	3.8	-1.7	-3.0	-7.0	/	-7.1

Further entries follow.
SMILES	SIRT5 block	S100A4 MyoIIA	PglD inh	ERp5 inh	DENV2 CPE rescue	Statin myotox sup	E-sel inducer
Cc1ccc(NC(=S)Nc2cc(C)on2)cc1	1.9	-4.4	-5.1	-1.0	0.8	0.6	0.9
Cc1cccc2sc(NC(=O)CCNC(=O)c3ccco3)nc12	-5.2	-1.2	-5.5	3.8	-2.6	-17.3	-0.3
CN1C(=O)c2cc(NC(=O)NC3CCCC3)ccc2OC[C@H]2O[C@@H](CC(=O)NC3CCC3)CC[C@H]21	/	/	-3.0	/	/	18.2	-0.1
CC(c1ccccc1)n1c(N2CCNCC2)nc2c1c(=O)[nH]c(=O)n2C (stereo not given)	-3.0	-2.5	-9.6	-4.3	0.3	-15.7	0.0
CC(NC(=O)Nc1cccc(Cl)c1)C(c1cccs1)N1CCCC1 (stereo not given)	-1.5	-20.5	1.5	-0.8	1.3	9.5	-3.5
C#CCNC(=O)C(C)c1ncc(C(F)(F)F)cc1Cl (stereo not given)	/	-8.7	-3.5	11.4	/	-4.5	/
CCC1C(=O)NCCN1C(=O)CCc1nnc(CCc2ccc(OC)cc2)o1 (stereo not given)	-0.9	-0.6	1.3	-6.1	2.6	2.7	/
OC[C@H]1[C@H](c2ccc(-c3ccc(F)cc3)cc2)[C@H]2CN(CCC(F)(F)F)CCCCN21	0.1	-9.0	4.2	1.3	11.7	/	-0.3
O=C(CCc1ccccn1)N1CCCC(N2CCN(c3ccc(F)cc3)CC2)C1 (stereo not given)	-0.9	-2.7	0.6	0.0	-12.8	/	0.0
O=c1cnnc(N/N=C/c2ccccn2)[nH]1	0.1	-21.9	-6.2	2.1	-15.9	14.9	/

Assay outcomes deposited in PubChem BioAssay by Broad Institute.
